# Compound activity (PubChem)
# LDHA block = qHTS assay for inhibitors of human lactate dehydrogenase; purified LDHA, NADH/diaphorase-resazurin fluorescence; stronger effect = lower value; activity change, % (values are at about 110 or 230 µM); 480,000 tested, 0.15% active; AID 1347041, 2019; in the data active = activity change below about -30%;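 note: plate controls were DMSO wells for no effect and wells without enzyme for full effect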
#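 Enzyme activity of human lactate dehydrogenase 5 (2 nM; 0.06 mM NADH, 0.2 mM pyruvate, 5 min, RT) is measured via a resazurin/diaphorase fluorescence readout of residual NADH.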
# * marks the source's active call; other numbers are inactive results.
SMILES,LDHA block
Cc1ccc(-c2cc(C(=O)OCC(=O)NC34CC5CC(CC(C5)C3)C4)c3ccccc3n2)o1,10.2
CCOc1ccc(N2C(=O)c3cc(-c4ccco4)nn3CC2(C)C(=O)NC2CCCCC2)cc1 (centres undefined),0.0
CC(C)(C)OC(=O)N1CCC[C@H]1C(=O)N1CCC[C@H]1C(=O)NCc1ccc(F)cc1F,-0.2
CCCCCCn1c(NC)nc2c1c(=O)[nH]c(=O)n2C,4.3
OC(CC#CCN1CCC(c2ccccc2)C1)(c1ccccc1)c1ccccc1 (centres undefined),25.5
CN(C)CCNC(=O)CCC(=O)O,1.7
Cc1ccc(OCC(=O)Nc2ccc(S(=O)(=O)Nc3nccs3)cc2)cc1,16.1
N#CC(Cc1cccnc1)C(=O)Nc1ccccc1Br (centres undefined),-11.1
O=c1ccc2cc(S(=O)(=O)Oc3ccc4c(=O)c(-c5ccccc5)coc4c3)ccc2o1,-1.4
O=C(O)CCCN1CCS(=O)CC1,-2.1
CCOc1ccc(OCC(=O)Nc2sc3c(c2C(=O)N2CCOCC2)CCCC3)cc1,-3.6
COCc1c(C(=O)NCC(c2ccco2)N2CCCC2)sc2cccc(F)c12 (centres undefined),-0.5

# Reprinted from the listing, three compounds:
SMILES,LDHA block
N#CC(Cc1cccnc1)C(=O)Nc1ccccc1Br (centres undefined),-11.1
O=c1ccc2cc(S(=O)(=O)Oc3ccc4c(=O)c(-c5ccccc5)coc4c3)ccc2o1,-1.4
O=C(O)CCCN1CCS(=O)CC1,-2.1

# Next part:
SMILES,LDHA block
CS(=O)(=O)Cc1ccc(C(=O)OCc2ccc(Cl)cc2)cc1,1.7
Brc1ccccc1Oc1ccc2nnnn2n1,-14.6
Cn1c(=O)c2c(nc(NCc3ccccc3)n2Cc2cccc(Br)c2)n(C)c1=O,5.1
Cc1ccc(NC(=O)CCc2ncc(-c3c(F)cccc3F)o2)c(Cl)c1,10.3
COc1cccc2cc(-c3csc(-c4ccc(F)cc4)n3)c(=O)oc12,-7.2
CC(C)NC(=O)CN(C)CC(O)COc1cccc(Br)c1 (centres undefined),-0.9
Cc1nn(C(=O)C2CCCN2S(=O)(=O)c2ccccc2)c(C)c1Sc1ccccc1 (centres undefined),-11.0
CS(=O)(=O)N(CC(=O)Nc1ccc(Br)cc1)c1ccc2c(c1)OCO2,5.3
C=CCCc1ccc(-c2ccc(OCCCCCCCCCC)c(F)c2)nc1,0.2
CCc1ccc(C2CC(=O)NC3=C2C(=O)CC(c2ccc(OC)cc2)C3)cc1 (centres undefined),-3.0
Cc1c(C(=O)c2ccc[nH]2)oc2ccc(Cl)cc12,12.9
CCC(=O)N1N=C(c2ccsc2)CC1c1ccc2nccnc2c1 (centres undefined),-5.1
COc1ccc2c(C)c(CC(=O)N3CCCCC3)c(=O)oc2c1C,1.5
COc1ccc2c(C)c(CC(=O)Nc3cccc(Cl)c3)c(=O)oc2c1,6.3
O=C(Nc1ccc(-c2noc(-c3cccs3)n2)cc1)c1ccc(Br)o1,-2.8
O=C(NC1CCCc2ccccc21)c1cc(Cl)nc(Cl)c1 (centres undefined),17.1
CCOc1cccc(/C=C(/C#N)c2ccc(C(F)(F)F)cn2)c1,0.7
CN(Cc1ccsc1)C(=O)c1cccc(C(=O)N(C)Cc2ccsc2)n1,-1.8
CCCCNc1nc(-c2ccc(NC(C)=O)cc2F)cs1,11.0
N#Cc1nc(Nc2cc(F)cc(Cl)c2)nc(NC2CCCC2)n1,0.4
CCN(CC)C(=O)CSCc1cccs1,-4.1
OCc1ccccc1-c1nc2ccccc2s1,12.8
CC(OC(=O)c1cc(=O)[nH]c2ccccc12)C(=O)Nc1ccc(Cl)cc1 (centres undefined),0.8
CC(OC(=O)c1csc(NCc2ccccc2)n1)C(=O)N(C)Cc1ccccc1 (centres undefined),7.9
CN(CCO)c1nc2c(c(=O)[nH]c(=O)n2C)n1Cc1ccccc1Cl,4.7
Cc1cccc2c(=O)c(-c3ccc4c(c3)OCO4)c(NC(=O)C(C)C)oc12,8.6
Cc1cccc(NC(=O)c2ncoc2-c2ccco2)c1C,-22.7
NC1=CC(=O)CC1,1.8
CC(=O)NCc1ccc(-c2csc(-c3ccc(C)cc3)n2)o1,1.2
CC1(C(=O)Nc2ccc3c(c2)OCCO3)CN(S(C)(=O)=O)CC(=O)N1Cc1cccs1 (centres undefined),1.8
COC(=O)c1ccc(C2Sc3ccccc3NC3=C2C(=O)c2ccccc23)cc1 (centres undefined),7.9
O=C(O)c1ccc(CNCC(O)c2ccccc2)cc1 (centres undefined),-0.4
CCOc1ccc(C2NC(=O)NC(CN3CCN(C(=O)OC(C)(C)C)CC3)=C2C(=O)OC)cc1 (centres undefined),2.5
Cn1c2cc(CO)sc2c2cnn(Cc3ccccc3F)c(=O)c21,1.4
Nc1nc(CN2CCN(C(=O)c3cc(C(F)(F)F)cc(C(F)(F)F)c3)CC2)nc2ccccc12,-1.9
S=C(NCc1cccs1)Nc1ccc(Br)cc1,0.8

# Compounds from the list above that have a Cl atom:
SMILES,LDHA block
CS(=O)(=O)Cc1ccc(C(=O)OCc2ccc(Cl)cc2)cc1,1.7
Cc1ccc(NC(=O)CCc2ncc(-c3c(F)cccc3F)o2)c(Cl)c1,10.3
Cc1c(C(=O)c2ccc[nH]2)oc2ccc(Cl)cc12,12.9
COc1ccc2c(C)c(CC(=O)Nc3cccc(Cl)c3)c(=O)oc2c1,6.3
O=C(NC1CCCc2ccccc21)c1cc(Cl)nc(Cl)c1 (centres undefined),17.1
N#Cc1nc(Nc2cc(F)cc(Cl)c2)nc(NC2CCCC2)n1,0.4
CC(OC(=O)c1cc(=O)[nH]c2ccccc12)C(=O)Nc1ccc(Cl)cc1 (centres undefined),0.8
CN(CCO)c1nc2c(c(=O)[nH]c(=O)n2C)n1Cc1ccccc1Cl,4.7

# The list goes on.
SMILES,LDHA block
CC(=O)Nc1ccc(NC(=O)c2cc(=O)c3ccc(C)c(C)c3o2)cc1,-8.9
COc1ccc(NC(=O)COc2cccc(C)c2)c2cccnc12,-17.0
Nc1nccnc1C(=O)NCc1ccc(C(F)(F)F)cc1,10.2
CCOC(=O)c1oc2cc(O)ccc2c(=O)c1-c1ccc(Br)cc1,-1.8
COc1ccc2c(=O)c(-c3ccc(OC)c(OC)c3)c(C)oc2c1,-7.9
Cc1ccc(CNC(=O)c2scnc2C)cn1,7.3
CN(C(=O)c1ccc2ncsc2c1)C1CCCCC1,-2.6
NCCCCn1ccnc1,4.9
NC(=O)CN1CCC(NC(=O)c2cccc(Cl)c2)CC1,0.4
O=S(=O)(c1ccc(F)c(F)c1)N1CCN(C23CC4CC(CC(C4)C2)C3)CC1,0.1
O=C1N(Cc2cccc(F)c2)CCCN1c1ccc(C(=O)N2CCc3ccccc32)cc1,-0.4
O=C(NCCN1CCC(n2c(=O)[nH]c3ccccc32)CC1)c1c(F)cccc1F,-13.9

# Shown as tab-separated lines: entries from further up
Molecule	LDHA block
COc1ccc2c(=O)c(-c3ccc(OC)c(OC)c3)c(C)oc2c1	-7.9
Cc1ccc(CNC(=O)c2scnc2C)cn1	7.3
CN(C(=O)c1ccc2ncsc2c1)C1CCCCC1	-2.6
NCCCCn1ccnc1	4.9

# Next section
SMILES,LDHA block
O=C(O)c1cc(Cl)ccc1I,0.7
O=C(COC(=O)c1cc(=O)c2ccccc2o1)Nc1ccc(F)cc1F,-3.5
Cc1nnnn1-c1cccc(NC(=O)NC2CCCCC2)c1,2.4
Cc1csc(/C(C#N)=C\c2ccccc2OC(F)(F)F)n1,6.4
CCOC(=O)c1ccc(OCc2ccccc2C#N)cc1,7.0
O=C(CSc1nnc(-c2ccc(S(=O)(=O)N3CCCCCC3)cc2)o1)c1ccccc1,-5.5
O=C(COC(=O)Cc1n[nH]c(=O)c2ccccc12)NCC1CCCO1 (centres undefined),0.6
Cn1nc(C(=O)Nc2ccnn2Cc2ccc(Cl)cc2Cl)c2ccccc2c1=O,9.0
Cc1cc(=O)n2c3ccccc3n(CC(O)CNc3ccc(Cl)cc3)c2c1C#N (centres undefined),-15.6
COc1cccc(-c2nc(-c3ccc(S(=O)(=O)N4CCCCC4)cc3)cs2)c1OC,-2.6
O=C(OCc1ccc(F)cc1)c1cnc2ccccc2n1,-23.8
COc1ccc(-n2nc(C)c3c2NC(=O)CC3c2cccc(OC)c2OC(C)C)nn1 (centres undefined),0.0
COc1ccc(C(CC(=O)NCc2ccccc2)Sc2n[nH]c(-c3ccc(F)cc3)n2)cc1 (centres undefined),2.5
Cc1sc2nc(CN3CCOCC3)nc(Sc3nnnn3C3CC3)c2c1C,13.0
O=C(CC1C(=O)Nc2nc(SCc3ccccc3)nn21)Nc1ccccc1 (centres undefined),1.0
COC(=O)c1ccc(/C=N/OCCOc2ccccc2Cl)cc1,2.6
Cc1ccccc1CS(=O)Cc1c(F)cccc1Cl (centres undefined),2.9
O=C(c1cc2ccccc2oc1=O)N1CCN(C(c2ccccc2)c2ccccc2)CC1,2.2
CCOC(=O)C1C(C)C(C(C)(C)C)N(S(=O)(=O)c2ccc(C)cc2)C1c1ccccc1 (centres undefined),-7.2
O=C(Nc1ccc2ccccc2c1)Nc1nnc(-c2ccncc2)o1,13.2
Cc1ccccc1NC(=O)C1C(=O)Nc2ccccc2C(=O)N1Cc1ccccc1 (centres undefined),2.7
Cc1csc(NC(=O)CCc2ccc(S(N)(=O)=O)cc2)n1,14.2
CCCC(C)(C)NC(=O)Cc1ccc(OC)c(OC)c1,-2.0
CN(CC(=O)Nc1ccccc1OCC(F)(F)F)S(=O)(=O)c1ccc2ccccc2c1,3.8
CC(Oc1ccccc1)C(=O)NCc1ccnc(N(C)C)c1 (centres undefined),3.1
COc1ccc(-c2coc3cc(OCC(=O)O)ccc3c2=O)cc1OC,8.5
O=C(O)C(c1c[nH]c2cc(F)ccc12)N1CCN(c2ccccc2)CC1 (centres undefined),-18.1
CC(C)Oc1ccc(-c2noc(Cn3cnc4c(oc5ccccc54)c3=O)n2)cc1,2.3
CCCCC[C@@H](C)N1C[C@H](COCc2ccccc2)Oc2cc(N3CCC[C@H]3CO)ccc2S1(=O)=O,-2.6
CNCCCNC(=O)C(=O)Nc1cccc2[nH]ccc12,-0.6
Cc1ccc(/C=C(/C#N)C(=O)C(C)C)cc1C,4.2
Cc1[nH]c2c(C(=O)N3CCC(C)CC3)cccc2c1C,2.7
CS(=O)(=O)N1N=C(c2ccc(Br)cc2)CC1c1ccc(Br)cc1 (centres undefined),-14.3
CCC1(C)Cc2nc3sc4c(=O)n(CC(=O)NCCc5ccccc5)cnc4c3cc2CO1 (centres undefined),-5.6
O=S(=O)(Nc1ccccc1-c1n[nH]c(C2CC2)n1)c1ccc(F)cc1Cl,5.3
CCN(CC)CCCNC(=O)c1cc2cc(Cl)ccc2[nH]1,3.0
C#CCNC(=O)c1ccc(-n2ccc(C(F)(F)F)n2)cc1,1.1
CCCCn1nc(C(=O)Nc2ccc(OC)c(OC)c2)c2ccccc2c1=O,8.6
O=C(c1n[nH]c(=O)c2ccccc12)N1CCCC1c1nc2ccccc2s1 (centres undefined),0.3
CCCN(CCC)c1nc(-c2ccccc2O)nc2ccccc12,5.1
Cc1occc(=O)c1OCc1noc(C(=O)NCc2ccccc2)n1,-12.1
CNCc1ccc(-c2ccc(C(=O)OC)cc2)o1,5.7
N=C(N)CCl,0.8
COc1ccccc1NC(=O)Cn1ccc2ccc(Cl)cc21,-10.6
Cc1csc(/C(C#N)=C\c2ccccc2OC(F)F)n1,6.4
O=C(Cc1cccc2ccccc12)NCCc1cccnc1,-1.3
CCOC(=O)Cn1c(=O)c2c3c(sc2n(CCCN(C)C)c1=O)CCCC3,2.2
C[n+]1c(NCc2cc(Br)cc(Br)c2[O-])[nH]c2ccccc21,2.3
CCN(Cc1cccs1)C(=O)CCc1ccccc1,5.5
COc1ccc(C)cc1S(=O)(=O)n1cc(C)nc1-c1ccccc1,4.1
CC(OC(=O)c1nn(C)c(=O)c2ccccc12)C(=O)c1c[nH]c2ccccc12 (centres undefined),-3.3
COc1ccc(-c2nc(CSCC(=O)N(C)c3ccccc3)co2)cc1,4.8
CC(C)CCn1c(C2CC(=O)N(Cc3ccc(F)cc3)C2)nc2ccccc21 (centres undefined),-15.7
CC1CCCCC1NC(=O)CCC1CCCO1 (centres undefined),-4.2
CCc1ccc(-n2nc(C)c3c2NC(=O)CC3C(=O)c2ccc(CC)s2)cc1 (centres undefined),9.9
O=c1oc2ccccc2c(NC2CCCCC2)c1NS(=O)(=O)c1ccc(Cl)s1,8.7
CCCn1nc(C(=O)OCC(=O)NC(=O)NC(C)C)c2ccccc2c1=O,-3.5
Cc1ccc2c(=O)cc(C(=O)Nc3nc4ccc(F)cc4s3)oc2c1C,-1.5
Clc1cccc(N/N=C/c2ccc(Br)cc2)n1,7.9
COC(=O)CSc1cc(C(C)(C)C)c(O)c(C(C)(C)C)c1,-1.1

# Further entries.
SMILES,LDHA block
COC(=O)c1ccc2c3c(cccc13)CC2,11.2
Cc1ccnc(NC(=O)Cc2ccccc2Cl)c1,-10.3
Oc1ccc(C2(c3ccccc3O)CCCCC2)cc1,1.9
Cc1ncc(-c2ccc(C)c(S(=O)(=O)Nc3ccc(C)c(C)c3)c2)o1,-1.0
Cc1ccccc1C(=O)OCC(=O)Nc1cc(F)cc(F)c1,-3.0
CCc1c(C)c(C#N)c2nc3ccccc3n2c1-n1ccnc1C,-0.3
C=C(Cl)COc1ccc(C(=O)NC)cc1,-1.7
CCOc1ccc(C(=O)N(CCN(C)C)CC(=O)OC(C)(C)C)cc1,4.0
Cc1cc(C)c2c(=O)cc(C(=O)Nc3ccc(OC(F)F)cc3)oc2c1,4.3
Cc1ccc(Nc2nnc(SCC(=O)c3ccc(Cl)s3)s2)c(C)c1,-3.1
Cc1ccc(N=Cc2c(Cl)cccc2Cl)c(C)c1,-0.5
COc1ccc(-c2nnc3ccc(Nc4ccc(F)cc4)nn23)cc1,0.8
CN(CCCNC(=O)c1cc2cc(F)ccc2[nH]1)Cc1ccccc1,8.1
COc1cccc(C2c3c(ncn(-c4ccccn4)c3=N)Oc3ccc4ccccc4c32)c1 (centres undefined),7.2
CC(C)CN(CC(N)=O)CC(=O)N(C)C1(C#N)CCCCC1,-9.5
O=C(CCc1ncc(-c2c(F)cccc2F)o1)Nc1ccc(F)c(F)c1F,11.0

# Some of the compounds tested (hit frequency here may not be typical).
